All columns: NCI-60 one-dose screen, growth in % after 48 h at 10 µM unless noted; 100 = growth as untreated, 0 = no growth, -100 = all killed.
LOX IMVI: LOX IMVI melanoma. 79,000 compounds, 7.4% hits
SK-MEL-5: SK-MEL-5 melanoma. 80,000 compounds, 6.4% hits. AID 1794755
SK-MEL-2: SK-MEL-2 melanoma; AID 1794763; 77,000 compounds, 4.7% hits
UACC-257: UACC-257 melanoma; 78,000 compounds, 4.4% hits; AID 1794764
SK-MEL-28: SK-MEL-28 melanoma | 81,000 compounds, 4.1% hits | AID 1794761
T-47D: T-47D breast cancer. 79,000 compounds, 5% hits. AID 1794792
MALME-3M: MALME-3M melanoma. 78,000 compounds, 5.8% hits. AID 1794766
HS 578T: HS 578T breast cancer | AID 1794788 | 78,000 compounds, 4.1% hits
* hit, by the source's call; · = no result given. Rule for the calls: active = growth percent below 10; inactive = the rest.

Sample of the layout (4 entries):
Values run as follows: MALME-3M | SK-MEL-28 | UACC-257 | LOX IMVI | SK-MEL-2 | HS 578T | T-47D | SK-MEL-5
[1] COc1ccc(C(=O)/C=C/c2ccc(Oc3nc4c(c(=O)n(C)c(=O)n4C)n3C)c(OC)c2)cc1
    101.0 | 105.6 | 98.2 | 68.1 | 115.6 | 94.9 | 92.4 | 90.4
[2] CC(O)CN1CCNCC1 (stereo not given)
    81.1 | 117.9 | 107.4 | 113.3 | 102.5 | 112.1 | 114.3 | ·
[3] COc1cccc(OC)c1O[C@@H](c1ccccc1)[C@H](O)CO
    · | 109.1 | 108.2 | · | 97.9 | 108.0 | 99.8 | 105.4
[4] Nc1ccc2cc(S(=O)(=O)O)cc(O)c2c1N=Nc1ccc([N+](=O)[O-])cc1S(=O)(=O)O
    91.8 | 115.6 | 106.5 | 99.9 | 98.2 | 103.2 | 89.1 | 108.5

The list itself, previewed entries included:
Values run as follows: MALME-3M | SK-MEL-28 | UACC-257 | LOX IMVI | SK-MEL-2 | HS 578T | T-47D | SK-MEL-5
[1] COc1ccc(C(=O)/C=C/c2ccc(Oc3nc4c(c(=O)n(C)c(=O)n4C)n3C)c(OC)c2)cc1
    101.0 | 105.6 | 98.2 | 68.1 | 115.6 | 94.9 | 92.4 | 90.4
[2] CC(O)CN1CCNCC1 (stereo not given)
    81.1 | 117.9 | 107.4 | 113.3 | 102.5 | 112.1 | 114.3 | ·
[3] COc1cccc(OC)c1O[C@@H](c1ccccc1)[C@H](O)CO
    · | 109.1 | 108.2 | · | 97.9 | 108.0 | 99.8 | 105.4
[4] Nc1ccc2cc(S(=O)(=O)O)cc(O)c2c1N=Nc1ccc([N+](=O)[O-])cc1S(=O)(=O)O
    91.8 | 115.6 | 106.5 | 99.9 | 98.2 | 103.2 | 89.1 | 108.5
[5] N#Cc1nc(-c2cccc([N+](=O)[O-])c2)cc(-c2ccc(Nc3nc(N4CCCCC4)nc(N4CCCCC4)n3)cc2)c1N
    138.5 | · | 104.5 | 94.7 | 100.3 | 105.1 | 67.9 | 91.7
[6] O=Cc1cc2ccccc2nc1Nc1nccs1
    73.1 | 103.8 | 102.1 | 31.7 | 105.4 | 91.9 | 77.5 | 82.2
[7] CC(C)=NOC(C)C(=O)O (stereo not given)
    112.2 | 113.4 | 92.9 | 97.4 | 106.9 | 107.7 | 107.4 | 106.7
[8] C[C@H]1[C@H](C)CC[C@]2(C(=O)NCCCNCCCCNCCCN)CC[C@]3(C)C(=CC[C@@H]4[C@@]5(C)C/C(=C/c6ccncc6)C(=O)C(C)(C)[C@@H]5CC[C@]43C)[C@H]12
    · | 99.4 | 98.2 | 97.5 | 105.4 | 93.4 | 98.6 | 99.7
[9] COC(=O)CCc1ccc(OC)cc1
    105.0 | 117.2 | 98.5 | 96.6 | 106.1 | 112.1 | 96.9 | 109.2
[10] O[C@@H](c1cc(C(F)(F)F)nc2c(C(F)(F)F)cccc12)[C@@H]1CCCCN1
    95.0 | 107.0 | 84.2 | 83.4 | 96.8 | 88.2 | 73.4 | 94.6

Complete entries, looked up by structure. Values in the order: MALME-3M, SK-MEL-28, UACC-257, LOX IMVI, SK-MEL-2, HS 578T, T-47D, SK-MEL-5
N#Cc1nc(-c2cccc([N+](=O)[O-])c2)cc(-c2ccc(Nc3nc(N4CCCCC4)nc(N4CCCCC4)n3)cc2)c1N reads 138.5, ·, 104.5, 94.7, 100.3, 105.1, 67.9, 91.7
C[C@H]1[C@H](C)CC[C@]2(C(=O)NCCCNCCCCNCCCN)CC[C@]3(C)C(=CC[C@@H]4[C@@]5(C)C/C(=C/c6ccncc6)C(=O)C(C)(C)[C@@H]5CC[C@]43C)[C@H]12 reads ·, 99.4, 98.2, 97.5, 105.4, 93.4, 98.6, 99.7
COc1cccc(OC)c1O[C@@H](c1ccccc1)[C@H](O)CO reads ·, 109.1, 108.2, ·, 97.9, 108.0, 99.8, 105.4
COC(=O)CCc1ccc(OC)cc1 reads 105.0, 117.2, 98.5, 96.6, 106.1, 112.1, 96.9, 109.2

Following part
Values run as follows: MALME-3M | SK-MEL-28 | UACC-257 | LOX IMVI | SK-MEL-2 | HS 578T | T-47D | SK-MEL-5
[11] COc1ccc(C)c(CN(C)C)c1
    90.1 | 117.7 | 106.6 | 100.0 | 111.7 | 107.9 | 115.6 | 111.3
[12] COc1cc2c(c(OC)c1OC)C(=O)CC(c1cccc(NC(=O)c3cc(NC(=O)[C@H](Cc4ccccc4)NC(=O)OC(C)(C)C)ccc3Cl)c1)O2 (stereo not given in full)
    99.7 | 111.1 | 102.7 | · | 101.7 | 79.1 | 87.4 | 83.0
[13] COc1cc(C(=O)N(C)C)cc(OC)c1OC
    92.0 | 109.5 | 104.9 | 98.7 | 106.8 | 98.5 | 101.0 | 99.3
[14] O=C(CCN1C(=O)CCC1=O)Nc1ncc(Cc2ccccc2Cl)s1
    106.2 | 111.2 | 101.3 | 99.8 | 103.5 | 110.3 | 97.8 | 100.7
[15] O=S1SC(c2ccccc2)=NN1c1cc(Cl)cc(Cl)c1 (stereo not given)
    105.0 | 87.9 | 105.1 | 64.2 | 119.5 | 67.5 | 16.9 | 96.5
[16] CCN(CC)CC(C)(C)C(=O)/C=C/c1ccccc1
    37.4 | 67.8 | 65.9 | -2.7* | 99.9 | 75.5 | · | 81.9
[17] Cn1c(COC(=O)N2CCCCC2)nc2c(N3CCOCC3)nc(-c3ccccc3)nc21
    -85.2* | -96.8* | -76.3* | -90.4* | -79.6* | -36.1* | -38.4* | -95.6*
[18] Cc1ccc(C(=O)NN2C(=O)CSC2c2cccs2)cn1 (stereo not given)
    109.9 | 126.6 | 89.8 | 98.9 | 130.7 | 121.8 | 99.7 | 111.5
[19] O=C(c1cccc(F)c1)n1ccc2cc(NC(=S)NCCN3CCOCC3)ccc21
    97.4 | 100.6 | 106.6 | 92.7 | 106.6 | 97.6 | 92.5 | 96.6
[20] Cc1cccc(C)c1NCC(=O)Nc1ccccn1
    95.2 | 108.0 | 107.9 | 99.8 | 99.5 | 95.2 | 80.2 | 98.8
[21] O=C1CNC(c2ccccc2O)N1O (stereo not given)
    102.7 | · | 96.5 | 95.6 | 99.4 | 112.5 | 96.2 | 108.5
[22] c1ccc(-c2ccncn2)cc1
    · | 122.1 | 108.9 | 93.0 | 110.8 | 123.1 | 110.5 | 105.7
[23] Clc1ccc(-c2cn(-c3ccccc3)c(-c3ccccc3)n2)cc1
    111.1 | 93.8 | 173.4 | 95.8 | 109.5 | 102.4 | 56.7 | 85.9
[24] CC(C)(C)OC(=O)NC(=O)OC(C)(C)C
    108.3 | 114.8 | 87.8 | 96.5 | 88.5 | 108.4 | 91.1 | 102.5
[25] CC1Cc2c(ncnc2-n2cnc3ccccc32)N(C)c2ccccc21 (stereo not given)
    64.5 | 70.4 | 53.1 | 44.9 | -6.7* | 36.6 | 33.3 | 20.8
[26] Cc1cc(=O)n2n1-c1ccc3ccccc3c1NC2c1ccccn1 (stereo not given)
    97.5 | 98.9 | 100.8 | 99.6 | 122.8 | 93.2 | 102.7 | 94.1
[27] C[C@@]1(N2C(=O)OC[C@@H]2c2ccccc2)C(=O)N([C@H](CC(=O)N2CCC(N3CCCCC3)CC2)C(=O)NCc2cccc(C(F)(F)F)c2)[C@@H]1/C=C/c1ccccc1
    -69.5* | -45.2* | -72.1* | -50.1* | 64.8 | 66.1 | 27.4 | -93.0*
[28] O=C1/C(=C/c2ccco2)SC(=S)N1CC(=S)C1CCS(=O)(=O)C1 (stereo not given)
    101.5 | 106.4 | 109.8 | 90.4 | 102.1 | 120.2 | 100.5 | 104.3
[29] COc1cc(C=O)ccc1OC1OC(COC(C)=O)C(OC(C)=O)C(OC(C)=O)C1OC(C)=O (stereo not given)
    101.7 | 110.1 | 101.1 | 103.1 | 98.6 | 103.6 | 92.4 | 98.2
[30] O=C1NC(=S)S/C1=C\c1ccc(F)cc1
    100.2 | 98.1 | 101.1 | 102.9 | 93.7 | · | 102.4 | 92.4
[31] Nc1nc(=S)c2[nH]c(N)nc2[nH]1
    114.2 | 106.9 | 76.7 | 92.1 | 98.2 | 100.5 | 86.8 | 91.3
[32] Cc1ccc(Cc2ccccc2)cc1
    108.8 | 108.6 | 111.8 | 104.4 | 102.9 | · | 100.9 | 110.2
[33] CC(=O)c1ccc(NC(=O)CSc2nnc(-c3ccc(-c4nc5ccc(C)cc5[nH]4)cc3)o2)cc1
    91.0 | 103.2 | 104.2 | 74.7 | 114.8 | 84.0 | 95.1 | 84.4
[34] CCN(CC)CCNc1ccnc2cc3ccccc3cc12
    92.8 | 102.6 | 96.6 | 80.0 | 85.6 | 83.6 | 57.3 | 92.6
[35] O=c1[nH]c2ccccc2n2cc3cccnc3c12
    116.1 | 107.2 | 97.1 | 65.6 | 104.5 | 88.4 | 81.0 | 73.2
[36] COc1cccc(/C=C2\Oc3cc(OCCN4CCC(Cc5ccccc5)CC4)ccc3C2=O)c1OC
    82.3 | 83.4 | 72.6 | 53.3 | 85.5 | 81.2 | 45.9 | 34.4
[37] c1ccc(Cc2nnc3n2N=C(c2ccccc2)CS3)cc1
    112.2 | 106.7 | 108.7 | 103.2 | 104.9 | 107.6 | 89.3 | 99.0
[38] Ic1ccc(Nc2nc3nonc3nc2Nc2ccc(I)cc2)cc1
    -17.9* | 12.2 | -29.7* | -3.6* | -55.2* | 19.2 | -9.5* | -81.2*
[39] CC1(O)Cn2c(nc3nccnc32)S1 (stereo not given)
    84.5 | 102.8 | 91.9 | 101.8 | 96.9 | 106.4 | 78.0 | 96.2
[40] O=C1CSC(=S)N1/N=C/c1ccccc1O
    113.4 | 102.6 | 92.8 | 93.7 | 110.9 | 94.1 | 106.9 | 99.6
[41] CCC(CC)SC(CC)CC
    102.4 | 121.4 | 110.4 | 94.0 | 116.4 | 113.3 | 108.4 | 102.0
[42] C#CCOc1ccc2ncnc(Nc3ccc(NC(=O)CCl)cc3)c2c1
    -74.5* | 36.2 | 38.8 | -80.1* | -7.7* | 27.6 | 16.2 | -90.6*
[43] COC(=O)[C@@H](OC)[C@@H]1Cc2cc3cc(OC4CC(OC5CC(O)C(O)C(C)O5)C(O)C(C)O4)c(C)c(O)c3c(O)c2C(=O)[C@H]1OC1CC(OC2CC(OC3CC(C)(O)C(O)C(C)O3)C(O)C(C)O2)C(O)C(C)O1 (stereo not given in full)
    -58.0* | -38.0* | -11.2* | -24.0* | · | -10.5* | 4.0* | -69.5*
[44] COc1ccc2oc(=O)c(-c3csc(N/N=C(\C)c4cc(OC)c(OC)c(OC)c4)n3)cc2c1
    85.0 | 101.5 | 106.1 | 86.6 | 99.7 | 110.1 | 65.7 | 69.6
[45] Cc1ccc(S(=O)(=O)NCCNc2nccc(-c3c(-c4cccc(O)c4)nc4sccn34)n2)cc1
    85.9 | 97.4 | 78.9 | 81.6 | 84.6 | 114.4 | 81.4 | 75.6
[46] Nc1ccc(S(=O)(=O)Nc2cc(I)cc(I)c2)cc1
    117.6 | 105.4 | 99.7 | 104.3 | 97.7 | 117.2 | 104.7 | 104.7
[47] Cc1ccccc1N1C(=O)/C(=C2\SC(=S)N(c3ccccc3C)C2=O)SC1=S
    89.8 | 100.8 | 98.0 | 93.3 | 98.5 | 93.5 | 94.8 | 98.0
[48] O=C(NNc1ccccc1)c1ccc(Cc2n[nH]c(=O)c3cccnc23)cc1
    95.6 | 104.3 | 102.0 | 94.7 | 108.1 | 95.2 | 100.7 | 100.9
[49] CC1=C(C(=O)OCC(C)C)C(c2ccc3c(c2)OCO3)NC(=O)N1 (stereo not given)
    99.8 | 112.5 | 103.1 | 96.5 | 104.1 | 118.0 | 97.5 | 100.7
[50] O=C1CC(c2cccc(F)c2)c2snc(-c3cccc(F)c3)c2N1 (stereo not given)
    107.7 | 100.7 | 100.8 | 92.7 | 88.4 | 99.8 | 80.3 | 98.8
[51] Cn1cc(-c2cc3nc(-c4c[nH]c5ccccc45)cc(N)n3n2)c2cc(Cl)ccc21
    -90.8* | -99.4* | -90.4* | -91.6* | -95.8* | -22.2* | -85.5* | -99.0*
[52] CC[N+](CC)(CC)c1ccccc1
    94.0 | 106.8 | 102.2 | 97.1 | 98.8 | 126.5 | 94.7 | 102.2
[53] O=C(COc1ccc(-c2cc3ccccc3[nH]2)cc1)Nc1ccc(S(=O)(=O)Nc2nccs2)cc1
    93.0 | 106.5 | 108.9 | 95.6 | 102.2 | 105.2 | 93.3 | 114.0
[54] CC(=O)c1ccc(N/C=C2\C(=O)c3ccccc3OC2O)cc1 (stereo not given)
    107.2 | 108.5 | 112.3 | 83.8 | 88.0 | 101.1 | 93.5 | 111.5
[55] O=C1CC[C@@]2(O1)C(=O)O[C@@H](CI)[C@H]2c1ccccc1
    102.5 | 95.9 | 102.4 | 99.9 | 93.6 | 86.6 | 103.2 | 102.6
[56] O=S(=O)(NC1c2ccccc2Oc2ccccc21)c1ccccc1
    97.8 | 101.5 | 98.2 | 87.5 | 94.0 | · | 82.3 | 102.2
[57] Cn1ccnc1C(=O)/C=C/c1ccc(CC(=O)Nc2ccc(C(F)(F)F)cc2)cc1
    77.5 | 77.8 | 77.9 | -49.4* | · | · | 3.5* | 56.9
[58] Nc1ccc(S(=O)(=O)N/N=C/C=C/c2ccccc2[N+](=O)[O-])cc1
    · | 110.3 | 97.0 | 94.3 | 94.6 | 96.0 | 89.7 | 101.4
[59] Cc1nn(-c2ccccc2)c(C)c1N=Nc1ccc(Br)cc1
    87.9 | 99.0 | 58.4 | 76.9 | 84.4 | 101.1 | 76.6 | 88.4
[60] CN1CCN(C(=S)Nc2ccccc2)CC1
    149.5 | 94.2 | 105.3 | · | 123.7 | · | 115.2 | 116.8
[61] COC(=O)c1ccccc1C(=O)c1c(C)cc(C)cc1C
    99.1 | 94.9 | 99.6 | 101.7 | 94.0 | 100.1 | 88.8 | 101.3
[62] COc1ccc(N=Cc2ccc([N+](=O)[O-])cc2)cc1
    115.9 | 109.5 | 101.0 | 88.6 | · | 92.4 | 103.0 | 85.0

Screening results as filed in PubChem BioAssay.
